Vif inh – HIV Vif self-association inhibitors, primary screen, imaging, HEK293T, single point; HEK293T cells, Vif self-association by quenched fluorescence, 24 h; inhibition, % at 7.49 µM; 340,000 tested, 0.35% active; AID 602346, 2012; in the data active = inhibition above about 50%, passing the limit was not always enough; also: some results filed as inactive read as strong as hits
ABCB6 inh 2 – ABCB6 transporter inhibitors, primary screen, K562-ABCB6 cells, flow cytometry, MLPCN library. ATP-binding cassette sub-family B member 6 (Homo sapiens), Q9NP58. K562-ABCB6 porphyrin accumulation, 1 h; active compounds read low. fluorescence ratio to DMSO, % at 10 µM. 360,000 tested, 0.19% active;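 active = fluorescence ratio to DMSO below 75%, the collection mean minus 3 SD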;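 also: signal is porphyrin accumulated inside mitochondria; 100% equals median channel fluorescence of DMSO control wells; lower ratio means ABCB6 inhibition with less porphyrin fluorescence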
Exocytosis inh – LAMP-1 surface exposure blockers, TALL-104 cells – cell-based, flow cytometry, MLPCN library, primary screen. TALL-104 LAMP-1 surface exposure; cells stimulated with thapsigargin and PMA. inhibition, % at 10 µM. 360,000 tested, 0.66% active;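 active = inhibition above about 55%, limit read from the data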
aDG glyco up – activators of alpha-DG glycosylation, primary screen, uHTS, Pro5-aDG cells, AlphaScreen; 360,000 tested, 0.22% active; alpha-DG glycosylation AlphaScreen (IIH6); 0% Pro5, 100% B10-LARGE cell signal; activation, % at 10 µM; AID 624168, 2012;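 active = activation of at least 8% versus controls, or a plate z-score of at least 8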;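 also: Pro5 are CHO cells carrying HIG-tagged alpha-DG that lacks glycosylation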
hiPSC survival – enhancers of single-cell hiPSC survival, primary screen, ATPlite luminescence. 100% = ROCK inhibitor wells, 0% = DMSO. survival enhancement, % at 20 µM. 360,000 tested, 0.044% active; in the data active = survival enhancement above about 18%;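 also: cells exposed to compounds for 16 hours before the ATP read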
N-glyco inh – increase of ERlucT glycosylation luciferase signal, primary screen, N-linked glycosylation inhibitor project, D54 ERlucT cells, luminescence, set 2 | AID 588692, 2011 | D54 ERlucT glycosylation luciferase reporter, 24 h; percent of 100 nM tunicamycin response | reporter increase, % at 12.5 µM | 360,000 tested, 0.23% active;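 active = mean luciferase reporter signal, scaled so untreated is 0 and the glycosylation-blocking control 100, at or above a set limit in every replicate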;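 also: luciferase carries N-glycosylation sites so blocking glycosylation raises the light; 0% = median of neutral control wells and 100% = median of 100 nM tunicamycin wells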
CaV13 FRET inh – Disruptors of the CACNA1D IQ motif to Ca2+-dependent inactivation inhibitor domain association, primary screening, Förster resonance energy transfer in intact living …; HEK cells, CFP/YFP FRET ICDI-IQ, plate reader, 10 min; percent FRET-ratio fall versus neutral wells; inhibition, % at 12.3 µM; 340,000 tested, 0.098% active;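 active = mean replicate inhibition of at least 30% and at least 1% of replicates passing that level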;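 also: 0% = median of the neutral control wells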
PDI turbidity – inhibitors of human PDI, primary screen, biochemical, turbidity, single point, plate reader; PDI insulin aggregation turbidity, A650, 90 min; 350,000 tested, 0.052% active; AID 588391, 2011; inhibition, % at 10 µM;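 active = mean inhibition across replicates of 30% or more, whatever share of single replicates reach that level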;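 also: absorbance from insulin aggregation driven by PDI reduction with DTT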
Target sequence (P07237 whole entry, looked up): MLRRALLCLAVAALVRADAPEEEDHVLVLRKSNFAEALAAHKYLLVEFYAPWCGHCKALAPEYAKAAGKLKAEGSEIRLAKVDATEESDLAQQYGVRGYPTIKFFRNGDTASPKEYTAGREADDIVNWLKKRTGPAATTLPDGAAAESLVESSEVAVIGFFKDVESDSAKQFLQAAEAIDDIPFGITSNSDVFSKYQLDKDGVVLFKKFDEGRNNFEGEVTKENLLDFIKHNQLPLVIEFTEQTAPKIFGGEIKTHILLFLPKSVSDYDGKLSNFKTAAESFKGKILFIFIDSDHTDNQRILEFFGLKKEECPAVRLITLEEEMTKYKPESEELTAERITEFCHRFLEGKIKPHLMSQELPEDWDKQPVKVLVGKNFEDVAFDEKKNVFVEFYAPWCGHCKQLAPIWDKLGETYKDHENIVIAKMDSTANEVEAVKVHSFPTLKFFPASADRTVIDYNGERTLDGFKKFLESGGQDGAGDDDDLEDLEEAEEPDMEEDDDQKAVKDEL
HTR2A ag – mouse Htr2a agonists via beta-arrestin recruitment, primary screen, cell-based, luminescence; 5-hydroxytryptamine receptor 2A (Mus musculus), P35363; CHO-K1 mHTR2A beta-arrestin complementation; percent of 30 µM serotonin response; activation, % at 7.6 µM; 360,000 tested, 0.66% active; AID 624169, 2012;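 active = activation above a run cutoff, the mean activation of all tested compounds plus 3 SD, cut at about 14% in these data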;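 also: 0% = plate median of compound wells and 100% = 30 µM serotonin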
Target sequence (P35363 whole entry, looked up): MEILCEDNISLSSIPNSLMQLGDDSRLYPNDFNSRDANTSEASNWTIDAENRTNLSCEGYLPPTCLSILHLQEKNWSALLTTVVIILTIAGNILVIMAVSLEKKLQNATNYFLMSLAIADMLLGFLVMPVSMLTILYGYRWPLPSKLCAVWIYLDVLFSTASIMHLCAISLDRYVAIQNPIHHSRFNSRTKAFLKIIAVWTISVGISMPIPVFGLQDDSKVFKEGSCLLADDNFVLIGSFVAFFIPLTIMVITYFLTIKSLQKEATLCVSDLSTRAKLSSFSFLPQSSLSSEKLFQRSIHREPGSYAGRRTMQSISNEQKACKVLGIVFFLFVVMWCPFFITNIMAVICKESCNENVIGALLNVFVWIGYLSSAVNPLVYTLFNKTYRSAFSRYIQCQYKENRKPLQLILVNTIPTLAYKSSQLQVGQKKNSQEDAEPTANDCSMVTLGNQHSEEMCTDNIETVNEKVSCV
H9c2 protect – cardioprotection against H2O2-induced cell death, primary screen, uHTS, H9c2 cells, ATPLite luminescence | H9c2 cardiomyocytes, H2O2 injury protection, 2 h | protection from H2O2 cell death, % at 20 µM | 360,000 tested, 0.63% active | AID 588492, 2011;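 active = compounds giving at least 50% protection of heart cells from peroxide-induced death in the single-dose screen, raw or plate-pattern-corrected value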;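 also: 0% = DMSO wells with peroxide and 100% = DMSO wells without peroxide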
* = called active by the depositor; . = no result given.

SMILES	Vif inh	ABCB6 inh 2	Exocytosis inh	aDG glyco up	hiPSC survival	N-glyco inh	CaV13 FRET inh	PDI turbidity	HTR2A ag	H9c2 protect
COc1cc(Br)cc(/C=C/c2ccc3cccc(O)c3n2)c1OC	-16	98	-4	-0.2	-0.4	22	-17	-8	8	47
Cn1cnc([N+](=O)[O-])c1Sc1nc(N)nc2c1ncn2C1CC(O)C(CO)O1 (stereo not given)	8	90	-2	0.3	-1.7	19	-7	0	2	5
COc1ccc(/C=N/NC(=O)c2nonc2N)cc1OC	1	102	-1	0.1	0.5	1	-11	0	3	1
COCCNC(=O)C1C(=O)Nc2ccccc2C(=O)N1c1ccc2c(c1)OCCO2 (stereo not given)	.	.	-2	0.7	.	.	-6	.	6	.
Cn1ccnc1SCC(=O)Nc1cc(F)ccc1F	-6	98	1	0.0	-0.4	0	-6	14	-5	17
COc1ccc(NC(=O)CNC(=O)c2sc3ccccc3c2Cl)c(OC)c1	-5	93	0	0.0	-0.6	0	-6	-9	3	-1
COc1ccccc1CN(Cc1nc2ccccc2c(=O)[nH]1)C(=O)Nc1cccc(C)c1	-4	104	-2	0.3	0.6	0	-5	-4	2	21
CC(C)CC(NC(=O)c1ccc(Cl)cc1)C(=O)OCc1cc([N+](=O)[O-])cc2c1OCOC2 (stereo not given)	3	99	1	0.1	4.9	-1	-4	2	-3	-4
O=C(CC1Sc2ccccc2NC1=O)Nc1cccc(C(=O)O)c1 (stereo not given)	.	101	-8	-0.2	0.0	3	-7	-1	1	-2
CCOc1ccc(NS(=O)(=O)c2c(C(=O)N3CCCCCC3)c(C)n(C)c2C)cc1	-8	99	-3	-0.1	1.3	-2	-2	-7	-3	-3
N#C/C(=C\c1cccnc1)c1ccccn1	-4	94	-7	0.2	1.1	1	-20	-3	1	-2
Cc1cc(-c2nnc3n2N=C(c2ccccc2Br)CS3)n[nH]1	-2	104	-6	0.1	-0.4	1	-3	0	4	4
O=C(CSc1nc2ccccc2c(=O)n1-c1ccccc1)NC(=O)CN1CCCC1=O	5	98	-1	1.4	-0.4	2	-4	2	-2	8
COc1ccc(NC(=O)c2cccc(N3C(=O)C4C5C=CC(C5)C4C3=O)c2)cc1 (stereo not given)	-12	101	11	0.2	-0.4	-1	-5	-4	7	0
O=[N+]([O-])c1cccc(/C=N/Nc2cc(N3CCOCC3)ncn2)c1	2	100	-3	0.0	-0.8	15	-3	6	4	19
CCOC(=O)[C@]12CCC=C1N(CCC1=CCCCC1)C(=O)[C@H](CC(=O)NCc1cccc3ccccc13)C2	.	92	2	-0.4	0.3	.	-2	.	-6	.
Cc1ccc(N=Nc2ccc(N)cc2C)c(S(N)(=O)=O)c1	-4	104	-9	-0.1	0.2	3	-8	3	-5	-6
CCN(c1ccccc1)S(=O)(=O)c1ccc(C(=O)NCC(c2ccccc2OC)N2CCCC2)cc1 (stereo not given)	15	103	-7	-0.1	1.0	2	-6	-3	-10	-6
COc1cc(OC)cc(C(=O)NCC(=O)OCC(=O)NC(C)(C)C)c1	-6	99	-9	0.1	-0.6	-3	-19	-6	9	8
O=C(Nc1ccccn1)c1ccc([N+](=O)[O-])cc1Cl	2	95	0	0.0	-1.4	0	-5	-1	0	0
CC(CN(C)Cc1ccccc1)OC(=O)c1cccc(F)c1 (stereo not given)	5	98	-4	-0.1	-0.9	1	-2	-5	-4	-1
C=CCN(c1ccc(C(=O)Nc2cc(C)cc(C)c2)cc1)S(C)(=O)=O	-4	101	-1	-0.4	-1.7	-1	-3	-2	-5	2
CN1C(C(=O)NCc2ccccc2)CC2Cn3c(nc4cc5ccccc5cc43)C21 (stereo not given)	24	93	-2	0.2	-2.0	1	-10	-3	-1	-6
Cc1ccc(NC(=O)C(OC(=O)c2cc(C)oc2C)c2ccccc2)cc1 (stereo not given)	0	102	4	-0.3	1.0	-2	-18	18	1	-4
COc1cccc(CN2CC(C(=O)NCCCc3ccc(C)cc3)CCC2=O)c1 (stereo not given)	-1	106	-5	0.1	0.0	1	-8	-8	-3	-1

Exported with two lines to a compound: entries from further up.
Each structure is followed by: Vif inh, ABCB6 inh 2, Exocytosis inh, aDG glyco up, hiPSC survival, N-glyco inh, CaV13 FRET inh, PDI turbidity, HTR2A ag, H9c2 protect
CCOC(=O)[C@]12CCC=C1N(CCC1=CCCCC1)C(=O)[C@H](CC(=O)NCc1cccc3ccccc13)C2
  ., 92, 2, -0.4, 0.3, ., -2, ., -6, .
Cc1ccc(N=Nc2ccc(N)cc2C)c(S(N)(=O)=O)c1
  -4, 104, -9, -0.1, 0.2, 3, -8, 3, -5, -6
CCN(c1ccccc1)S(=O)(=O)c1ccc(C(=O)NCC(c2ccccc2OC)N2CCCC2)cc1 (stereo not given)
  15, 103, -7, -0.1, 1.0, 2, -6, -3, -10, -6
COc1cc(OC)cc(C(=O)NCC(=O)OCC(=O)NC(C)(C)C)c1
  -6, 99, -9, 0.1, -0.6, -3, -19, -6, 9, 8
O=C(Nc1ccccn1)c1ccc([N+](=O)[O-])cc1Cl
  2, 95, 0, 0.0, -1.4, 0, -5, -1, 0, 0

Further structures.
SMILES	Vif inh	ABCB6 inh 2	Exocytosis inh	aDG glyco up	hiPSC survival	N-glyco inh	CaV13 FRET inh	PDI turbidity	HTR2A ag	H9c2 protect
Cc1ccccc1N=Nc1c(O)n(C)c2ccccc12	9	99	7	0.0	0.2	4	-5	-104	2	-1
COc1ccc(OC)c(NC(=O)c2cccc(S(=O)(=O)N3CCN(C(C)=O)CC3)c2)c1	5	109	-1	0.0	-0.3	2	-4	5	-11	3
O=C(COC(=O)c1cccc(Cl)c1)Nc1ccc2[nH]c(=O)[nH]c2c1	6	100	-3	0.0	-0.2	2	-7	3	1	3
COc1ccc(S(=O)(=O)N(Cc2ccccc2)c2ccccc2C(=O)Nc2ccccc2C(=O)NCc2ccco2)cc1	7	99	1	0.1	-1.7	-3	-18	-2	-1	-1
CCn1nccc1C(=O)Nc1cc(Cl)ccc1Cl	3	.	-2	0.0	0.6	0	.	-11	-2	4
Cc1cc(C)nc(NC(=O)CN2C(=O)c3ccccc3C2=O)n1	-1	106	-8	0.0	3.2	1	-4	-4	0	0
COC(=O)c1cc(Br)c(=O)n(Cc2ccc(C(=O)O)cc2)c1	-3	98	3	0.2	-2.6	1	-7	-3	1	6
COc1cc2c(C#N)c(N3CCc4ccccc4C3)nc(N)c2c(N)n1	12	101	48	0.1	3.0	26*	-9	-5	2	8
CCOC(=O)N=Nc1c(O)n(CC)c2ccccc12	-4	97	-7	-0.1	4.0	-1	-4	1	-1	-2
CCc1nc(SCc2ccc([N+](=O)[O-])cc2)n[nH]1	6	99	11	0.0	-1.8	3	-19	2	-3	-2
O=C(N/N=C/c1cn(CCOc2ccccc2)c2ccccc12)c1ccncc1	7	99	1	0.1	5.3	-2	0	4	-4	10
Cc1ccc2c(c1)C(=O)CC(O)(C(F)(F)F)O2 (stereo not given)	29	92	-1	-0.1	-0.5	0	-4	-2	3	3
O=C(NCC1CCCO1)c1cccc(-n2cnnn2)c1 (stereo not given)	-3	152	0	-0.1	-1.8	2	-5	0	-4	4
CCOC(=O)c1sc2nc(C)nc(NCCc3ccc(S(N)(=O)=O)cc3)c2c1C	6	99	-16	0.0	1.4	1	-7	-64	2	-6
Cc1ccc(NC(=S)NCCc2ccc(S(N)(=O)=O)cc2)cc1C	2	102	0	-0.2	-0.6	-1	-3	-2	1	-2
COc1ccc(C(CNC(=O)c2cccc(N(C)C)c2)N2CCCC2)cc1 (stereo not given)	22	98	-1	0.0	-2.4	-8	-6	2	1	-2
COCCn1c(=S)[nH]c2cc(C(=O)N3CCc4ccccc43)ccc2c1=O	-17	104	-1	2.5	-0.6	-2	-9	2	3	-13
CCOC(=O)c1ccc(NC(=S)NC(=O)C2CCCC2)cc1	2	99	5	0.7	-0.4	-1	.	5	8	-15
COc1ccc(/C=N/NC2=NCCCCC2)c(OC)c1	11	105	17	0.4	0.0	0	1	-1	-2	-1
O=C(COC(=O)COc1ccccc1[N+](=O)[O-])Nc1ccc(S(=O)(=O)N2CCCCC2)cc1	-18	102	-6	0.0	-0.1	3	-5	7	0	-2
Cc1cnc(C(=O)Nc2ccc(C(C)C)cc2)cn1	9	91	1	0.3	-0.1	-1	-3	-2	-5	-10
O=C(O)CCn1c(C2CCCCC2)nc2ccccc21	11	100	-4	0.0	-0.8	-1	-8	5	4	-3
CCOc1ccc(NC(=O)c2ccc(NC(=O)CSc3nc4ccccc4c(=O)[nH]3)cc2)cc1	-3	101	-2	-0.1	-0.4	-4	8	-4	10	8
CC1CC(C)CN(C(=O)CCc2nnc3ccc(N4CCCCC4)nn23)C1 (stereo not given)	-3	97	-5	0.4	-0.5	2	-3	4	4	1
CC(C)CCN1C(=O)CCC1(C)C(=O)NC1CCCCCCC1 (stereo not given)	-9	98	-2	-0.1	-1.5	0	-7	0	5	-3
(next part)
SMILES	Vif inh	ABCB6 inh 2	Exocytosis inh	aDG glyco up	hiPSC survival	N-glyco inh	CaV13 FRET inh	PDI turbidity	HTR2A ag	H9c2 protect
CC1CCCCN1C(=O)CSc1nc2cc3c(cc2c(=O)n1Cc1ccc2c(c1)OCO2)OCO3 (stereo not given)	-3	90	1	-0.2	-1.3	-3	-6	-7	-1	28
CC(=O)Nc1cccc(NC(=O)CSc2ccc3nnc(CCNC(=O)c4ccccc4)n3n2)c1	-13	94	-10	-0.1	0.7	2	-7	-2	-5	6
CCCN1CCC(NC(=S)Nc2ccc(S(N)(=O)=O)cc2)CC1	-4	102	-3	0.2	3.6	1	-5	-1	0	5
CCC(=O)N1CCCC(C)(C(=O)NS(=O)(=O)c2ccccc2Cl)C1 (stereo not given)	3	97	1	0.0	-1.3	-1	-7	8	4	-2
COc1cc(NS(=O)(=O)c2ccc(OC)c(C)c2C)c(OC)cc1Cl	-16	87	4	0.5	-1.0	8	.	0	-5	-20
CNCc1cn2cc(Cl)ccc2n1	.	100	2	-0.1	-2.1	0	-5	3	2	-19
O=c1c2c3c(sc2nc2n1CCCC2)CCC3	-5	103	-8	0.0	0.5	1	-8	2	7	0
CC(OCCN1CCCC1)(c1ccc(F)cc1)c1ccc(F)cc1	1	98	-1	0.1	-1.6	0	-5	-4	-8	2
O=C(CN1CCCC1=O)NC1(C(F)(F)F)NC(=O)N(Cc2ccccc2)C1=O (stereo not given)	5	103	-6	-0.1	2.3	0	-7	5	1	1
Cc1ccccc1N(CC(=O)NCc1ccncc1)S(C)(=O)=O	29	97	2	0.0	2.1	2	-8	4	2	7
Cc1ccc(C(=O)N/N=C\c2cccs2)cn1	-2	100	0	1.0	0.9	1	-4	-5	-1	-6
COC(=O)c1ccc(CNC(=O)COC(=O)/C=C/c2ccc(OC)c(OC)c2)cc1	-1	94	-1	0.1	-0.1	0	-6	4	13	6
CCOC(=O)c1ccc(NC(=O)CCNS(=O)(=O)c2cccs2)cc1	14	99	-10	0.1	-0.4	-2	-2	13	-1	1

Assay outcomes: PubChem BioAssay, several laboratories
